Screens as filed in PubChem BioAssay.
TNFa cytotox: HUVEC cytotoxicity counter-screen, TNF alpha stimulated. HUVEC TNFalpha-stimulated, Hoechst cell count, imaging. cell count reduction, % at 2 µM. hit rate 0.17% among 93,000. AID 848;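 active = cell count reduction exceeding the screen mean by over 5 SD, scaled to untreated wells per plate, cut at about 78% in these data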;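 also: cells counted after 24 h of TNF alpha exposure following the 1 h pretreatment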
HUVEC tox IL1B: HUVEC cytotoxicity counter-screen, IL-1B stimulated | cell count reduction, % at 2 µM | HUVEC cell count loss, Hoechst imaging | hit rate 0.41% among 94,000;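 active = cell count reduction more than 3 SD above the screen-wide mean, cut at about 70% in these data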;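 also: normalized per plate to untreated control cells as the no-loss baseline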
cytoskel mod: alters cytoskeleton assembly in HUVEC cells; HUVEC TNFa F-actin phalloidin imaging, high content; inhibition, % at 2 µM; hit rate 0.18% among 91,000; AID 836;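 active = inhibition above the batch mean plus 3 SD and confirmed as a hit by visual image inspection, cut at about 30% in these data, passing the limit was not always enough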; also: strong numbers were not always called active
PTPN22 act: activators of human LYP (PTPN22) phosphatase; hit rate 0.11% among 96,000; recombinant LYP, DiFMUP fluorescence; 0 = plate median, 100 = signal doubled; activation, % at 2 µM;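 active = activation at 2 µM above a set limit, the mean plus 5 SD, cut at about 37% in these data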
VCAM1 TNFa inh: reduces TNF alpha induced VCAM1 expression in HUVEC; hit rate 0.48% among 95,000; HUVEC TNFa-induced VCAM-1 immunofluorescence, high-content imaging; inhibition, % at 2 µM; AID 802;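 active = inhibition above the batch mean plus 3 SD, with images confirmed as a hit by eye, cut at about 37% in these data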;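 also: 0% = TNF-stimulated DMSO wells and 100% = unstimulated control wells; not every result past the cut was called active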
Pyk2 oligo antag: antagonists of human Pyk2 oligomerization; Q14289; Q293 cells, Pyk2 FERM NanoBiT luminescence; active compounds read low; z-score (the deposit names both 25 µM and 10 µM); hit rate 0.83% among 99,000;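 active = Z-score of -3 or lower, scaled per plate to the spread of control and sample wells; inactive = z-score above -3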;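 also: negative z-score means lost luminescence so less FERM oligomerization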
PTPN22 inh 2: blocks human PTPN22 phosphatase activity | hit rate 0.21% among 96,000 | inhibition, % at 2 µM | recombinant LYP catalytic domain, DiFMUP fluorescence | Q9Y2R2 | AID 640;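 active = inhibition at 2 µM at or above a set limit, the screen mean plus 3 SD, cut at about 24% in these data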;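 also: 0% = DMSO with enzyme and 100% = enzyme fully blocked by orthovanadate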
FAK blocker: FAK (human) kinase inhibition; AID 727; inhibition, %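 (tested at 7 µM)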; biochemical FAK kinase activity assay; Q05397; hit rate 0.84% among 97,000; in the data active = inhibition above about 19%;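 also: 0% = DMSO and 100% = reference compound high control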
Target sequence (Q05397 whole entry, looked up): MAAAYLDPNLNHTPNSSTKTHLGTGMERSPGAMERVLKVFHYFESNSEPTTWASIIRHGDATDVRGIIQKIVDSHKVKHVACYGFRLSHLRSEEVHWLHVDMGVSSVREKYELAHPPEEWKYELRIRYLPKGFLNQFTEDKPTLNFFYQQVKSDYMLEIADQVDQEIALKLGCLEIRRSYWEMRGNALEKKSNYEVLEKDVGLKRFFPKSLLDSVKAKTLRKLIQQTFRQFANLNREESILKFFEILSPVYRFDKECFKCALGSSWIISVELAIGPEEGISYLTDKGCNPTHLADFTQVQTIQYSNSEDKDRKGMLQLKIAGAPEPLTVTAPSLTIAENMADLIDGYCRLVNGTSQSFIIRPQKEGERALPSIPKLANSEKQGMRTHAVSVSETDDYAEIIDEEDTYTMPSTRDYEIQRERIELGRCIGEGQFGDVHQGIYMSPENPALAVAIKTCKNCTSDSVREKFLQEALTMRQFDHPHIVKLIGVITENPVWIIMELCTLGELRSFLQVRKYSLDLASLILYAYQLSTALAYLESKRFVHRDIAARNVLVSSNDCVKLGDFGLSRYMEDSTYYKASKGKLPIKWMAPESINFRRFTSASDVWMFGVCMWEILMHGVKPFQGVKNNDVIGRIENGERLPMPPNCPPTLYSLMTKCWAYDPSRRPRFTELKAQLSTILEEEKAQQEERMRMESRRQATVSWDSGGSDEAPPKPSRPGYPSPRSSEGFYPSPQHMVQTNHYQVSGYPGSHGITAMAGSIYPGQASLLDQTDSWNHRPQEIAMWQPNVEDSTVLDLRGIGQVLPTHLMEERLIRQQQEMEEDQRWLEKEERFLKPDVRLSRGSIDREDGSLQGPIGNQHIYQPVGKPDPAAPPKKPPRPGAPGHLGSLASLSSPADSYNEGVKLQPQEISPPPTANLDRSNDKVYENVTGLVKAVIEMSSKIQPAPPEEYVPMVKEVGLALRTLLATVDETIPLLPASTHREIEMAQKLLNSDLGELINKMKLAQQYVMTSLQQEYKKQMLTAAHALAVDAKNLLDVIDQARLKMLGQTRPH
ERa coact inh: ER-alpha (human) coactivator binding inhibition; TR-FRET ER-alpha LBD / SRC-1 peptide, estradiol-bound; AID 629; P03372; hit rate 1.7% among 86,000; inhibition, % at 25.6 µM; in the data active = inhibition above about 50%;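 also: 0% = receptor plus peptide control and 100% = peptide only without receptor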
Active calls of the source: *; / = no result given; [ ] = another dose, or the depositor's remark.

| Molecule | TNFa cytotox | HUVEC tox IL1B | cytoskel mod | PTPN22 act | VCAM1 TNFa inh | Pyk2 oligo antag | PTPN22 inh 2 | FAK blocker | ERa coact inh |
| --- | --- | --- | --- | --- | --- | --- | --- | --- | --- |
| Nc1ccccc1C(=O)Nc1cccc(C(=O)O)c1 | -14 | 1 | -35 | 8 | -4 | -0.42 | -10 | -6 | / |
| CCOc1ccc2ccccc2c1CNCCN1CCOCC1 | 7 | 4 | -1 | -9 | -23 | 1.1 | 12 | -2 | 6 |
| COc1ccc(CCNS(=O)(=O)c2ccc(S(=O)(=O)N3CCCC3)cc2)cc1OC | / | -61 | -8 | -4 | / | 0.29 | 3 | 1 | 7 |
| CCN1C(=O)/C(=C/N(C(C)=O)c2ccccc2)N(c2ccccc2)C1=S | -16 | -29 | 3 | 17 | 10 | -0.23 | -15 | -2 | -7 |
| Cc1ccc(OC(=O)C(F)(F)F)c2c1NCCC2 | -46 | -57 | 15 | 6 | 12 | 0.35 | -8 | -1 | 0[fluorescence artefact?] |
| COc1ccc(CN(CC2CCCO2)C(=O)CN2C(=O)COc3ccccc32)cc1OC (configuration not stated) | -2 | 18 | -6 | -2 | -16 | -0.38 | 5 | -1 | -11 |
| O=C(Nc1ccccc1)c1cccc(S(=O)(=O)NCc2ccco2)c1 | 5 | 3 | -25 | 4 | 19 | 0.96 | -4 | 1 | 12 |
| Cc1cccc2c1CC(C)(C)N=C2C1=C(O)CC(C)(C)CC1=O | -13 | 4 | 12 | -21 | -5 | 1.6 | 22 | 8 | -6 |
| COc1ccc(-c2csc(/C(C#N)=C(\O)CSc3nccn3C)n2)cc1OC | -31 | -5 | 6 | 3 | -10 | 0.23 | 1 | -2 | -6[fluorescence artefact?] |
| Clc1ccc2c(c1)C(N1CCNCC1)Cc1ccccc1S2 (configuration not stated) | 17 | -21 | -14 | 6 | -12 | 0.25 | -10 | 4 | 0 |
| CC(C)(C)c1nc(CN2CCCCC2)cc(CN2CCCCC2)c1O | -7 | 0 | 10 | -4 | -7 | 0.4 | 2 | 2 | 4 |
| Cc1ccccc1S(=O)(=O)Nc1cccnc1 | -11 | 15 | 2 | 0 | -4 | -0.46 | -1 | -7 | 28 |
| CCc1c(C)nc2ncnn2c1NCCc1ccc(OC)cc1 | -17 | 0 | 43 | -12 | 25 | -0.52 | 11 | 3 | -4 |
| Cn1c(=O)[nH]c2cc(Cl)cnc21 | -10 | / | 8 | -8 | -4 | 0.31 | 5 | -1 | -7 |
| CCc1ccccc1NC(=O)N[C@@H](C)C(=O)O | -16 | -14 | 10 | -10 | 8 | 0.59 | 10 | -8 | 4 |
| CCC(C)(C)n1nnnc1C(c1ccc2ncccc2c1)N1CCN(Cc2ccc3c(c2)OCO3)CC1 (configuration not stated) | 7 | -22 | -9 | 2 | -6 | -0.25 | -4 | -1 | -3 |
| CCOC(=O)c1c(C)oc2cc(Br)c(OC(C)C(=O)OCC)cc12 (configuration not stated) | 8 | -10 | -30 | 3 | -11 | -0.65 | -5 | 3 | 7 |
| Cc1ccc(N2CC(C(=O)Nc3ccc4c(c3)OCCO4)CC2=O)cc1 (configuration not stated) | 0 | -32 | -4 | -8 | -9 | 1.5 | 8 | -1 | 0 |
| CC(O)c1nc2ccc(Cc3ccc4nc(C(C)O)[nH]c4c3)cc2[nH]1 (configuration not stated) | -7 | 1 | 20 | -11 | -21 | -0.48 | 9 | -3 | 1 |
| CC(=O)N1CCc2cc(S(=O)(=O)CCC(=O)Nc3ccc4c(c3)OCCO4)ccc21 | -30 | -18 | 29 | 1 | 19 | -0.14 | -3 | -2 | 4 |
| Cn1c(CCc2ccccc2)nnc1SCC(=O)N1CCOCC1 | -49 | 22 | 18 | -6 | 14 | 0.09 | 6 | -3 | -9 |
| COc1cc(OC)cc(C(=O)NC2CCN(Cc3nnnn3Cc3cccs3)CC2)c1 | -14 | -4 | 8 | 2 | 14 | 0.26 | -2 | 1 | -2 |
| c1ccc(Cn2nnnc2C(c2ccccn2)N2CCOCC2)cc1 (configuration not stated) | -8 | -14 | 7 | -17 | 14 | -0.4 | 16 | -1 | -2 |
| O=c1nc2ccccc2c2n1CC(CN1CCN(c3ccc(F)cc3)CC1)N2 (configuration not stated) | 14 | -17 | -4 | 2 | -19 | -0.79 | 2 | -3 | / |
| CC/C=C/C(=O)N1CC2(CC(c3cccc(NC(=O)c4ccccc4)c3)=NO2)C[C@@H]1C(N)=O (some centres not stated) | -5 | -20 | 22 | 8 | 2 | / | -5 | -4 | / |

A second format for part of the listing above.
Value order – TNFa cytotox, HUVEC tox IL1B, cytoskel mod, PTPN22 act, VCAM1 TNFa inh, Pyk2 oligo antag, PTPN22 inh 2, FAK blocker, ERa coact inh
CCN1C(=O)/C(=C/N(C(C)=O)c2ccccc2)N(c2ccccc2)C1=S
→ -16, -29, 3, 17, 10, -0.23, -15, -2, -7
Cc1ccc(OC(=O)C(F)(F)F)c2c1NCCC2
→ -46, -57, 15, 6, 12, 0.35, -8, -1, 0[fluorescence artefact?]

Further entries follow.
| Molecule | TNFa cytotox | HUVEC tox IL1B | cytoskel mod | PTPN22 act | VCAM1 TNFa inh | Pyk2 oligo antag | PTPN22 inh 2 | FAK blocker | ERa coact inh |
| --- | --- | --- | --- | --- | --- | --- | --- | --- | --- |
| O=C(COC(=O)c1cc(S(=O)(=O)N2CCCCC2)ccc1N1CCOCC1)NC1CCCCC1 | -19 | -9 | 42 | 5 | 14 | 2.3 | -6 | -4 | 9 |
| COc1ccccc1N(CC(=O)NCCSC(C)(C)C)S(C)(=O)=O | -8 | -6 | 23 | 4 | 3 | -0.34 | -6 | -4 | 3 |
| O=C(Nc1ccc(Cc2ccncc2)cc1)C1CCC(N2C(=O)C3C4C=CC(C4)C3C2=O)CC1 (configuration not stated) | 5 | 16 | -11 | -2 | -5 | -1.3 | 2 | -1 | / |
| Cc1ccc(-c2c(C#N)c(N)n(-c3ccccc3)c(=O)c2C#N)cc1 | 6 | -13 | -16 | 3 | 6 | -0.62 | -1 | -4 | / |
| Cc1nn(C)cc1/C=N/O | 7 | 35 | -9 | -5 | 10 | 0.55 | 7 | 0 | 11 |
| COc1ccc2ccccc2c1C1CC(=O)N2CN(C)CSC2=C1C#N (configuration not stated) | -30 | -31 | / | -9 | -4 | 0.57 | 6 | -12 | 5[fluorescence artefact?] |
| CCCCn1c(=O)[nH]c(=O)c2c1nc(-c1ccncc1)n2CCOC | / | -26 | 8 | -2 | -22 | 0.21 | 0 | -2 | / |
| O=c1cc2c(nn1Cc1ccc(Cl)cc1Cl)-c1ccccc1CC2 | -30 | 9 | 7 | 0 | 15 | 1.3 | -1 | 1 | 15 |
| COC(=O)c1cc2ccsc2n1Cc1cc(=O)n2ccccc2n1 | -26 | -18 | 11 | 6 | 7 | -0.42 | -6 | -2 | 9 |
| Brc1ccc(-c2nc3ncccn3c2Nc2ccc3c(c2)OCCO3)o1 | -19 | -2 | / | -1 | -2 | 0.86 | 4 | 1 | 3 |
| CC(=O)Nc1ccc(C(=O)OCCC(C)C)cc1 | -34 | -21 | 53 | 7 | 3 | 0.13 | -10 | 4 | 3[fluorescence artefact?] |
| CCOC(=O)c1c(NC(=O)CSc2nnc3c(n2)[nH]c2ccc(F)cc23)sc(C(C)=O)c1C | -10 | -1 | 22 | -4 | 4 | 0.32 | 6 | 1 | / |
| O=C(C1CCC(=O)N1Cc1ccccc1Cl)N1CCN(c2ccc(F)cc2)CC1 (configuration not stated) | 0 | 78* | 0 | -7 | -1 | -0.02 | 6 | -3 | -9 |
| N#Cc1c(-c2ccccc2)cc(-c2ccccc2)nc1SCc1nnc(-c2ccccc2)o1 | -1 | 12 | 5 | -4 | 1 | 0.39 | 6 | -3 | / |
| O=C(Nc1cccc(-c2nnc(-c3ccco3)o2)c1)C(c1ccccc1)c1ccccc1 | -32 | 2 | -2 | -6 | -30 | -1.2 | 6 | -1 | 0 |
| CC(C)Cn1c(-c2ccccc2F)n[nH]c1=S | 4 | 16 | -12 | 0 | 12 | 0.89 | 2 | -2 | -17 |
| O=C(O)C1SCCN1S(=O)(=O)c1ccc2ccccc2c1 (configuration not stated) | 0 | -10 | 2 | 14 | 15 | 1.1 | -13 | 0 | 12 |
| O=C(NC1CC2CCCC(C1)N2CC(=O)N1CCCc2ccccc21)C1CCCCC1 (configuration not stated) | -2 | -5 | 3 | -1 | 12 | 0.78 | -2 | 0 | / |
| COC(=O)CN(n1cnnc1)S(=O)(=O)c1ccc(C)cc1 | 5 | -11 | 3 | 19 | 5 | 0.1 | -21 | 1 | -11 |
| O=C(NCCn1cccc1)c1cccc2ccccc12 | 5 | -41 | 2 | 5 | 12 | -0.04 | -5 | -1 | 2 |
| Cc1ccc(P(=O)(OCCN2CCOCC2)C(C)(C)C)o1 (configuration not stated) | -35 | -16 | 10 | -7 | -13 | 1.1 | 7 | 0 | 8[fluorescence artefact?] |
| O=C(CCS(=O)(=O)Cc1ccccc1)NCc1ccco1 | 4 | -5 | -4 | 8 | 2 | 0.51 | -6 | -5 | 0 |
| COC(=O)/C=C/C(=O)NCc1ccco1 | 0 | / | 2 | -5 | 2 | 0.06 | 10 | 0 | / |
| Cc1ccc2c(c1)N(CC(=O)N1CCc3ccccc3C1)C(=O)CO2 | -27 | -24 | -30 | 4 | 4 | 0.41 | -6 | -6 | -11 |
| COc1cc(-c2nc(-c3ccc4c(c3)-c3ccccc3S4(=O)=O)c(-c3ccccc3)[nH]2)cc(OC)c1OC | -17 | -4 | -7 | -8 | -8 | -3* | 11 | 0 | 6 |

The list goes on; it opens with the four that closed the last part.
| Molecule | TNFa cytotox | HUVEC tox IL1B | cytoskel mod | PTPN22 act | VCAM1 TNFa inh | Pyk2 oligo antag | PTPN22 inh 2 | FAK blocker | ERa coact inh |
| --- | --- | --- | --- | --- | --- | --- | --- | --- | --- |
| O=C(CCS(=O)(=O)Cc1ccccc1)NCc1ccco1 | 4 | -5 | -4 | 8 | 2 | 0.51 | -6 | -5 | 0 |
| COC(=O)/C=C/C(=O)NCc1ccco1 | 0 | / | 2 | -5 | 2 | 0.06 | 10 | 0 | / |
| Cc1ccc2c(c1)N(CC(=O)N1CCc3ccccc3C1)C(=O)CO2 | -27 | -24 | -30 | 4 | 4 | 0.41 | -6 | -6 | -11 |
| COc1cc(-c2nc(-c3ccc4c(c3)-c3ccccc3S4(=O)=O)c(-c3ccccc3)[nH]2)cc(OC)c1OC | -17 | -4 | -7 | -8 | -8 | -3* | 11 | 0 | 6 |
| COc1ccccc1NC(=O)CN1C(=O)C(C)Oc2ccccc21 (configuration not stated) | -28 | -22 | -16 | 3 | 8 | -0.48 | -6 | 1 | 2 |
| Clc1ccc2oc(-c3ccccc3)nc2c1 | -10 | -24 | -6 | 4 | -7 | -0.2 | -4 | -1 | -1 |
| COc1ccc(-n2c(C)n[nH]c2=O)cc1OC | -6 | -3 | 40 | -6 | 1 | 0.18 | 9 | 0 | / |
| CCN(CC)CCNC(=O)Cc1c(C(=O)O)n(C)c2ccccc12 | 2 | -22 | -28 | 6 | -3 | 0.91 | -7 | -4 | -12 |
| O=[N+]([O-])c1ccccc1OCCCN1CCOCC1 | -4 | 27 | 20 | -1 | -8 | 0.58 | 5 | -1 | / |
| Cc1c(Br)cc(C(=O)NCCCN2CCOCC2)c(C)c1C | -10 | 3 | -8 | -4 | 17 | -0.87 | 3 | -5 | -7 |
| C/C(Cl)=C/CSc1nc2c(c(=O)[nH]c(=O)n2C)n1C(C)C | -8 | 2 | 63 | 7 | -20 | -0.8 | -8 | 12 | 5 |
| O=C1N=C(N2CCOCC2)CS1 | -4 | -143 | -4 | -1 | -17 | -0.17 | 0 | -1 | -1 |
| N#Cc1c(N2CCN(C(=O)c3ccccc3Cl)CC2)nc(-c2ccccc2)c2c1CCCC2 | 1 | -58 | 10 | 10 | 5 | -1.1 | -7 | 2 | / |
| CCCCCC1CC(CC(=O)NC(=S)Nc2ccc([N+](=O)[O-])cc2)C(=O)O1 (configuration not stated) | 14 | -23 | -1 | 12 | 32 | -1.6 | -11 | 0 | -8 |
